High-throughput results from PubChem BioAssay.
D2 ag = agonists of human D2 dopamine receptor; P14416; HEK293 T-REx D2 cells, calcium flux agonist mode; activation, % at 2 µM; 340,000 tested, 0.53% active; AID 485358;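 active = activation over 3 SD above normal in the single-dose calcium agonist read, cut at about 30% in these data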; also: 0% is about no effect
Target sequence (P14416 whole entry, looked up): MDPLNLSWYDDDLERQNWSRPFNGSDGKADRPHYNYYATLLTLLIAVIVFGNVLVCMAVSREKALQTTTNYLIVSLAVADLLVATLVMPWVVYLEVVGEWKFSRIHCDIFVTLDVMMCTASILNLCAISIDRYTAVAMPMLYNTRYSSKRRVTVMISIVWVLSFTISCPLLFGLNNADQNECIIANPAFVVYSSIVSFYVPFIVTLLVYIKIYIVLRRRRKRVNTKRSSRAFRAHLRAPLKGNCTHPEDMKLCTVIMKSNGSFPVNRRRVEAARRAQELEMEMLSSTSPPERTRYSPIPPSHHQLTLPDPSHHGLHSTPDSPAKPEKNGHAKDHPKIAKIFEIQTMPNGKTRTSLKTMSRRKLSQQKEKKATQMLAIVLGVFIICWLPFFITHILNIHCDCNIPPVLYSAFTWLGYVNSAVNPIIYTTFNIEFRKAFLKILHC
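Tetracycline-induced HEK293 T-REx cells with force-coupled D2 receptor, plated overnight at 30 C, loaded with no-wash calcium dye. After a 10 s baseline, compound was pin-added and calcium flux read kinetically for 180 s; calcium rises flagged agonists.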
USP1-UAF1 inh = USP1/UAF1 (human) deubiquitinase inhibition | recombinant USP1/UAF1, Ub-Rhodamine cleavage fluorescence | O94782 | 390,000 tested, 0.23% active | Potency, µM (titrated, usually from 57.1 µM), without a hit: top-dose activity change, negative = inhibition, most hits filed as inhibitors; also: potency is read from the fitted curve at half-maximal effect; % is scaled to controls: 0 for no effect and ±100 for the full control effect; nearly all actives have a fitted effect of over 60% in size; inactives centre near -12
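High-throughput fluorogenic screen: 1nM USP1/UAF1 complex, Ub-Rho substrate 150nM final, 50mM HEPES pH 7.8 with 0.5mM EDTA, 0.1 mg/ml BSA, 1mM TCEP and 0.01% Tween-20.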
PI4K2A inh = blocks human PI4K2A kinase activity. Q9BTU6. 420,000 tested, 0.13% active. activity change, negative = inhibition, % at 76.9 µM. purified PI4K2A, ADP-Glo luminescence, 1 h; stronger effect = lower value. AID 1346378; in the data active = activity change below about -50%; inconclusive = mostly about -30% to -49%;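 also: -100% = wells without enzyme as full effect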
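PI4K2A activity was measured by ADP-Glo luminescence: enzyme (4 ug/mL stock) and phosphatidylinositol (1.2 mM stock) in Tris pH 7.5/MgCl2/EGTA/Triton X-100 buffer were reacted with ATP (300 microM stock) for one hour at ambient temperature.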
TRHR agonist = agonists of human TRH receptor; P34981; TRHR cells, calcium flux fluo-8, FDSS agonist mode; activation, % at 2 µM; 360,000 tested, 0.18% active; AID 493084; in the data active = activation above about 30%; also: 0% is about no effect
Target sequence (P34981 whole entry, looked up): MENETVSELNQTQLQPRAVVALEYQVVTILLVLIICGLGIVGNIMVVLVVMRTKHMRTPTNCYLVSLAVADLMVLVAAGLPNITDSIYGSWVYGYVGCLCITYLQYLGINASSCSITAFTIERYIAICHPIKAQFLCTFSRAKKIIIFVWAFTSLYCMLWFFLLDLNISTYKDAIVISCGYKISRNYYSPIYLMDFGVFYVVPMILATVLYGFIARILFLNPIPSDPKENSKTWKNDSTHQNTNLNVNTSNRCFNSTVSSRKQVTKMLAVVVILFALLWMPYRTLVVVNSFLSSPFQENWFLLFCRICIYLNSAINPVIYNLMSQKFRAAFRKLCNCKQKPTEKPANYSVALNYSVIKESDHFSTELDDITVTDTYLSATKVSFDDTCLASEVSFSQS
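Fluo-8-loaded TRHR cells; 10 s baseline, compound added, kinetic Ca2+ fluorescence read 1/s, agonist mode.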
TRHR enhancer = TRH receptor (human) allosteric enhancement; TRHR cells, fluo-8 calcium fluorescence, EC20 TRH enhancement; enhancement, % at 2 µM; 360,000 tested, 0.66% active; AID 493056; in the data active = enhancement above about 30%; also: 0% is about no effect
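Enhancer read-out: after compound pinning and an initial kinetic agonist-mode read, an EC20 of TRH (10 nM final) was injected and fluo-8 calcium signal (Ex 480/Em 530) followed at 1 s/cycle for 100 cycles in TRHR-expressing cells.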
TrxR1 substrate = rat thioredoxin reductase 1 substrate activity | 390,000 tested, 0.01% active | purified TrxR1 substrate turnover, NADPH consumption readout | Potency, µM (top dose mostly 114 µM), for inactives: at the top dose activity change, negative = substrate turnover | O89049 | AID 588456; also: potency is read from the fitted curve at half-maximal effect; % is scaled to controls: 0 for no effect and ±100 for the full control effect; nearly all actives have a fitted effect of over 50% in size
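Rat TrxR1, dispensed at 90 nM, was prereduced with 400 uM NADPH (final) for 5 min at ~22 deg C, then incubated with compound 15 min before 400 uM selenite. A first-read NADPH fluorescence drop versus no-compound background flagged substrates.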
D2 antag = D2 dopamine receptor (human) antagonism. P14416. HEK293 TREx D2 cells, calcium flux, dopamine EC80. inhibition, % at 10 µM. 340,000 tested, 2% active; in the data active = inhibition above about 30%; also: 0% is about no effect
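Dopamine at EC80 is the agonist stimulus; test compounds precede it by 180 s. Calcium flux read kinetically in a force-coupled, inducible HEK293 T-REx D2 cell line.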
TrxR1 inh = rat TrxR1 inhibition. O89049. 390,000 tested, 1% active. recombinant rTrxR1, NADPH fluorescence consumption, selenite substrate. Potency, µM (titrated, usually from 114 µM), for the others: at the highest dose activity change, negative = inhibition, most hits filed as inhibitors; also: potency is read from the fitted curve at half-maximal effect; % is scaled to controls: 0 for no effect and ±100 for the full control effect; nearly all actives have a fitted effect of over 65% in size
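Rat TrxR1 (90 nM in the dispensed reagent) was pre-reduced with 400 uM NADPH for 5 min at room temperature, then incubated with compound for 15 min. After 400 uM selenite was added, NADPH fluorescence (Ex 340/Em 450 nm) was followed for 8 min.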
IDH1 R132H inh = blocks human mutant IDH1 R132H enzyme. IDH1-R132H enzyme, NADPH consumption, diaphorase/resazurin fluorescence. AID 602179. Potency, µM (titrated, usually from 76.6 µM), without a hit: at the highest dose activity change, negative = inhibition, hits mostly inhibitors. O75874. 390,000 tested, 0.093% active; also: potency is read from the fitted curve at half-maximal effect; % is scaled to controls: 0 for no effect and ±100 for the full control effect; nearly all actives have a fitted effect of over 65% in size
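IDH1-R132H (0.5 ug/mL) preincubated 30 min with compound, then NADPH (0.016 mM) and alpha-KG (2 mM) added; 80 min at RT, pH 7.5. Remaining NADPH coupled via diaphorase/resazurin to fluorescence (540/590 nm); concentration-response curves normalized to no-enzyme control.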
* marks the source's active call; other numbers are inactive results; ? = inconclusive; · = not tested or not shown; [ ] = remark or other dose. Unless noted, calls follow the shape of the dose curve; as a rule, active = well fitted inhibition curve with a large enough effect; inconclusive = small, poorly fitted or top-dose-only effect; inactive = no such curve, though single readings can be large or run the other way.

SMILES	D2 ag	USP1-UAF1 inh	PI4K2A inh	TRHR agonist	TRHR enhancer	TrxR1 substrate	D2 antag	TrxR1 inh	IDH1 R132H inh
Cc1ccc(Sc2ccc(N3CCC(C(=O)Nc4cc(C)cc(C)c4)CC3)nn2)cc1	-0.2	-21%	1	0.2	12	10%	·	35%	-10%
CC(C)CC(=O)Nc1nc(-c2ccc(S(=O)(=O)N3CCOCC3)cc2)cs1	-0.1	-8%	1	-0.3	2	16%	0	25%	-1%
COc1ccc(NC(=O)Cn2cnc3ccccc3c2=O)cc1OC	0.6	-13%	2	0.4	10	-2%	-9	16%	1%
COc1ccc(C(=O)NCCNc2nc3ccc(C)cc3cc2C#N)cc1	-3.8	-22%	4	-1.5	-3	7%	1	18%	10%
Cc1ccc(O)c(-c2cc(-c3ccccc3C)[nH]n2)c1	-0.4	-16%	-2	0.6	7	-10%	-4	-9%	3%
O=C(COc1ccc(Cl)cc1)c1ccc(O)cc1O	-1.2	-3%	-1	-0.4	-4	-7%	-9	2%	-4%
O=C(NC1CCN(C(=S)NCc2ccco2)CC1)c1cccc(F)c1	-2.8	-24%	-3	1.1	-4	6%[57.1 µM]	-29	13%[57.1 µM]	5%
CCCCCc1nnc(NC(=O)CN2C(=O)C3CCCCC3C2=O)s1 (centres undefined)	0.0	-11%	4	0.4	8	-6%	-3	12%	-5%
Cc1ccc(C2c3cccn3CCN2S(=O)(=O)c2ccc([N+](=O)[O-])cc2)cc1 (centres undefined)	0.2	?	0	0.3	-5	-4%[57.1 µM]	·	13%[57.1 µM]	1%
COc1ccc(-c2noc(CSc3nnc(Cc4ccccc4)n3-c3cccc(C)c3)n2)cc1	0.3	-27%	0	2.8	-14	-12%	·	0%	-7%
O=C(CN1C(=O)c2ccccc2C1=O)Nc1nnc(C2CCCO2)s1 (centres undefined)	19	-10%	9	3.1	0	3%	-3	11%	2%
CCCCN(C(=O)CC1CCCC1)c1c(N)n(CCCC)c(=O)[nH]c1=O	-0.9	-13%	7	-1.6	0	-1%	-1	25%	-3%
Oc1ccc(/C=N/n2c(COc3ccccc3)n[nH]c2=S)c(O)c1	-0.4	-23%	-2	0.1	-2	-3%	-39	-5%	-11%
CCC(=O)Nc1ccc(NC(=S)Nc2ccccc2)cc1	-0.8	-15%	-2	-0.8	-1	3%	6	-2%	1%
COC(=O)/C=C1\SC(N2CCOCC2)=C(c2ccc(OC)cc2)C1=O	1.0	-23%	-13	-0.2	-5	3%	13	22%	1%

The closing 2 compounds of the section above open the next one.
SMILES	D2 ag	USP1-UAF1 inh	PI4K2A inh	TRHR agonist	TRHR enhancer	TrxR1 substrate	D2 antag	TrxR1 inh	IDH1 R132H inh
CCC(=O)Nc1ccc(NC(=S)Nc2ccccc2)cc1	-0.8	-15%	-2	-0.8	-1	3%	6	-2%	1%
COC(=O)/C=C1\SC(N2CCOCC2)=C(c2ccc(OC)cc2)C1=O	1.0	-23%	-13	-0.2	-5	3%	13	22%	1%
CC(C)OC(=O)c1ccc(OC(=O)c2cccnc2)cc1	-0.8	-7%	2	-3.0	4	-10%	-5	-13%	4%
Cc1nn(C(C)C(=O)N2CCCCC2)c(=O)c2c1sc1ccccc12 (centres undefined)	0.7	-3%	-16	-0.5	9	-2%	-12	5%	2%
COCCNC(=O)Cn1c(=O)oc2cc(S(=O)(=O)N3CC(C)CC(C)C3)ccc21 (centres undefined)	0.3	-13%	-3	-0.7	-6	3%	-13	16%	-7%
O=C(CSc1n[nH]c(-c2cccs2)n1)N1CCOCC1	·	-10%	4	·	·	7%	·	19%	1%
Cc1ccc(C)c(NC(=O)CN(C)C(=O)c2ccc(-c3cccc(C(F)(F)F)c3)o2)c1	0.1	-12%	1	0.0	37*	-9%	5	-10%	0%
Cc1ccc(NC(=O)CNC(=O)c2ccc3c(c2)OCO3)nc1	0.8	-19%	3	-0.9	-4	7%	5	18%	0%
CCC(=O)Nc1cccc(NC(=S)NC(=O)c2cc3ccccc3o2)c1	0.1	-6%	-1	-0.9	13	4%[57.1 µM]	-13	9%[57.1 µM]	1%
CCOC(=O)C1=C(COC(=O)CCOc2ccccc2C)NC(=O)NC1C (centres undefined)	-0.4	-6%	-6	0.3	9	8%	-14	17%	4%
CCC(C)[C@H](NC(=O)NCc1cccnc1)C(=O)OC (some centres undefined)	-0.3	-22%	0	-0.2	3	2%	-1	16%	-2%
CCOC(=O)C1(CCCc2ccccc2)CCN(C(=O)CCn2cnnn2)CC1	0.8	-25%	8	-0.9	-2	-3%	23	3%	-3%
Cc1ccc(-c2ccc(SCC(=O)N3CCCc4ccccc43)nn2)cc1	-2.2	·	·	0.5	8	·	7	·	·
Cc1ccc(-n2c(SCC(=O)NCc3ccccc3)nc3n[nH]c(C)c3c2=N)cc1Cl	-0.1	-2%	4	-1.0	1	12%[57.1 µM]	·	40%[activator][57.1 µM]	10%
Cc1ccc(C2c3c(oc4ccccc4c3=O)C(=O)N2c2nncs2)cc1 (centres undefined)	-0.5	-6%	4	-0.4	8	-11%	-8	-3%	10%
Cc1ccccc1-n1c(SCC(=O)O)nc2sc3c(c2c1=O)CCCC3	-0.4	-23%	20	0.3	2	-10%	-14	-4%	3%
CCOCCCNC(=O)c1c(NC(=O)Cc2coc3c(C)c(C)ccc23)sc2c1CCC2	-0.7	-13%	3	0.2	-8	7%	·	2%	0%
O=C(c1cccs1)N1CCN(c2cc(Cl)ccc2Cl)CC1	-0.9	-6%	2	-0.1	13	0%	-9	12%	3%
COc1ccc(N2CCN(C(=O)c3cc4c(=O)n(Cc5ccco5)ccc4nc3C)CC2)cc1	0.6	-9%	-8	0.6	5	1%[57.1 µM]	·	5%[57.1 µM]	36%[activator]
COc1ccc(NC(C)=O)cc1NC(=O)C1(c2cccs2)CCOCC1	-0.9	-10%	-1	0.4	-1	2%[57.1 µM]	·	31%[57.1 µM]	4%
O=C1CC(N2CCN(c3ncccn3)CC2)C(=O)N1CCc1ccccc1 (centres undefined)	1.8	2%	-1	0.5	3	-6%	-10	2%	3%
COc1ccccc1NS(=O)(=O)c1ccc(C(=O)NCc2ccco2)cc1	·	-18%	0	·	·	3%	·	2%	3%
Cc1scc(CN2CCN(c3ccc(F)cc3)CC2)c1C	1.0	-8%	-7	0.0	6	-2%	·	4%	4%
COc1cccc2oc3ccc(C#Cc4ccccn4)cc3c(=O)c12	-0.3	-12%	-11	-1.1	-6	20%	9	8%	-6%
CCN(CC)S(=O)(=O)c1cccc(NC(=O)C2SC(=Nc3ccc(C)cc3C)C(C(=O)NCC3CCCO3)=C2N)c1 (centres undefined)	-1.2	-25%	2	0.0	-1	1%	18	22%	6%
Cc1sc2nc(CN(Cc3cccs3)C(=O)NC3CCCCC3)[nH]c(=O)c2c1C	0.1	-13%	-9	-1.3	-3	5%[57.1 µM]	-4	25%	-7%
COC(=O)c1c(SCc2cccc3ccccc23)nc(=O)[nH]c1C	0.6	-2%	-6	0.6	4	-1%	12	15%	-10%
N#Cc1c(NC(NC(=O)c2ccco2)C(=O)c2ccccc2)sc2c1CCCC2 (centres undefined)	-0.3	?	0	-0.6	-9	5%	5	-30%	5%
COc1ccccc1CCNC(=O)C(=O)NCC(c1cccnc1)N1CCN(c2ccccc2)CC1 (centres undefined)	-0.4	?	3	-0.1	0	3%	·	8%	-8%
Cc1ccc(/C=N/NC(=O)CSc2nc3ccccc3n2Cc2ccc(Cl)cc2)o1	-1.7	-16%	3	0.0	2	-5%	-11	-11%	1%
O=C(C1=C[C@H](c2coc3ccccc3c2=O)C[C@H](OCCCCO)O1)N1CCOCC1	-0.1	-25%	-1	-0.2	3	-2%	-9	-1%	2%
O=C(Nc1ccccc1)O/N=C1\CCCCC1c1ccc([N+](=O)[O-])cc1[N+](=O)[O-] (centres undefined)	·	-19%	-6	·	·	5%[57.1 µM]	·	12%[57.1 µM]	2%
N#Cc1ccc(OCC(O)CS(=O)(=O)c2ccccc2)cc1 (centres undefined)	·	-17%	-5	0.4	-5	14%[57.1 µM]	·	16%[57.1 µM]	8%
CCOC(=O)/C=C/C(=O)OCC(=O)Nc1ccc([N+](=O)[O-])cc1	0.4	-26%	5	1.1	-1	-6%	14	?	-10%
COc1cc2c(cc1NC(=O)Nc1ccccc1)oc1ccccc12	-2.0	-2%	2	-0.4	1	18%	-11	9%	1%
c1ccc2sc(Sc3ncnc4sccc34)nc2c1	-0.7	-19%	0	-0.9	-4	8%	4	?	6%
CCOc1cc(Br)ccc1S(=O)(=O)NCc1ccccc1	-0.5	-18%	1	-1.2	-2	-3%	-2	-2%	6%
Cc1ccc(CNC(=O)CC2(CC3=NS(=O)(=O)c4ccccc4N3)CCCC2)cc1	1.5	?	-3	-2.1	7	-2%	-7	13%	3%
Cc1sc2nc(SCc3nc(-c4cccs4)no3)n(-c3ccccc3)c(=O)c2c1C	-0.5	-17%	0	0.0	9	4%	5	16%	-3%
COc1ccc(-c2cn3cccnc3n2)cc1F	-0.4	-21%	-3	2.9	0	995%[activator]	-3	?	-3%
O=C(CCS(=O)(=O)c1ccc(Br)s1)NCc1ccc2c(c1)OCO2	·	4%	-6	0.1	-6	-2%	·	-16%	3%

Among those listed so far, these contain fluorine:
SMILES	D2 ag	USP1-UAF1 inh	PI4K2A inh	TRHR agonist	TRHR enhancer	TrxR1 substrate	D2 antag	TrxR1 inh	IDH1 R132H inh
O=C(NC1CCN(C(=S)NCc2ccco2)CC1)c1cccc(F)c1	-2.8	-24%	-3	1.1	-4	6%[57.1 µM]	-29	13%[57.1 µM]	5%
Cc1ccc(C)c(NC(=O)CN(C)C(=O)c2ccc(-c3cccc(C(F)(F)F)c3)o2)c1	0.1	-12%	1	0.0	37*	-9%	5	-10%	0%
Cc1scc(CN2CCN(c3ccc(F)cc3)CC2)c1C	1.0	-8%	-7	0.0	6	-2%	·	4%	4%
COc1ccc(-c2cn3cccnc3n2)cc1F	-0.4	-21%	-3	2.9	0	995%[activator]	-3	?	-3%
